aSyn tox rescue: qHTS of alpha-syn Inhibitors: NCGC Sytravon Library Screen. S. cerevisiae alpha-synuclein toxicity rescue, BacTiter-Glo growth, 24 h. Potency, µM (series often up to 46.1 µM), for the others: at the highest dose growth rescue (activation), most hits filed as activators. 94,000 tested, 0.02% active; active means well fitted activation curve with a large enough effect; inconclusive means small, poorly fitted or top-dose-only effect; further: 0% is about no effect
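Growth restoration measured by BacTiter-Glo luminescence after 24 hr at 30 deg C; alpha-synuclein yeast, raffinose-pregrown to mid-log, were added at OD600=0.02 in galactose medium onto pinned compounds.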
* = called active by the depositor; ? = inconclusive. Potency means the concentration at half of the fitted maximal effect. Only part of the results is shown; count on the stated rates, not on these rows.

nr	SMILES	aSyn tox rescue
1	CCc1ccccc1N(C)C(=O)c1cc2c(s1)-c1c(C)cccc1OC2	8%
2	COCCCNC(=O)c1cc2c(=O)oc3ccc(C)cc3c2s1	3%
3	CCCN(C(=O)COC(=O)c1[nH]c(C)c(C(=O)OC)c1C)c1c(N)n(Cc2ccccc2)c(=O)[nH]c1=O	5%
4	O=C(CCC(=O)Nc1cccc(Cl)c1)N/N=C/c1cc([N+](=O)[O-])ccc1O	1%
5	Cc1nnc(NC(=O)CSc2nccn2Cc2ccc(Cl)cc2)s1	5%
6	Cc1cccc(C)c1NC(=O)CN(C)C(=O)c1cccc(S(=O)(=O)N2CCN(C)CC2)c1	-1%
7	O=C(c1ccc(-c2cccc(Cl)c2)o1)N1CCN(c2ccc([N+](=O)[O-])cc2)CC1	5%
8	Fc1ccccc1Cc1noc(CN2CCN(C/C=C/c3ccccc3)CC2)n1	0%
9	COc1ccc(S(=O)(=O)N2CCC(C(=O)NCC3CCCO3)CC2)cc1OC (configuration not stated)	-1%
10	COc1cccc(NC(=O)CSC2=Nc3ccccc3C3=NC(CC(=O)NCc4ccccc4OC)C(=O)N23)c1 (configuration not stated)	-8%
11	CC(C)OCCCNC(=O)CN1C(=O)c2ccccc2Sc2ncccc21	-11%
12	O=C(NCCCn1cccn1)c1cc(COc2ccccc2)on1	-7%
13	Cc1ccc(S(=O)(=O)N2CCc3cc(C(=O)NCCc4ccccc4)ccc32)cc1	-27%
14	O=C1CCN(CCCN2CCC(=O)N(Cc3ccccc3)C2=S)C(=S)N1Cc1ccccc1	-3%
15	Cc1ccnc2nc(C(=O)OCC(=O)N3CC(C)CC(C)C3)nn12 (configuration not stated)	2%
16	Cc1cc(C)c2c(c1)c1nnc(SCCN3CCCCC3)nc1n2C	5%
17	CCN(CC)c1ccc(NC(=O)c2cc(C)nc3c2c(C)nn3-c2ccc(C)cc2)c(C)c1	-11%
18	CCc1[nH]nc2c1C(c1ccc(C)o1)C(C#N)=C(N)O2 (configuration not stated)	-12%
19	Cc1cc(C)c(NC(=O)C2CCN(S(=O)(=O)c3c(C)noc3/C=C/c3ccccc3F)CC2)c(C)c1	0%
20	O=c1c2cccnc2n(Cc2ccc(Cl)cc2)c(=O)n1Cc1ccc(F)cc1	-1%
21	COC(=O)c1nnn(-c2ccc(Cl)cc2)c1C(=O)OC	-11%
22	CCN(CC)c1ccc(S(=O)(=O)N(CC)CC)cc1NC(=O)c1cccnc1	3%
23	Cc1ccc(NCc2nnc(SCC(=O)O)n2-c2ccc(C)cc2)cc1	-11%
24	COc1ccc(C2=C(C(C)=O)Sc3nnc(-c4ccc(Cl)cc4)n3N2C(C)=O)cc1OC	1%
25	CCN(c1ccccc1)c1nnc(NC(=O)Nc2ccccc2F)s1	-8%
26	COc1cc(C(=O)Nc2ccc(C)cc2)c2ccccc2n1	-3%
27	COC(=O)c1ccc(Cn2c(SCc3cccc(C)c3)nc3ccncc32)cc1	-7%
28	CCOC(=O)c1scc(-c2ccccc2)c1S(=O)(=O)Nc1ccccc1F	5%
29	Cc1cccc(NC(=S)N2CCC(N(C)CC3CCCO3)CC2)c1 (configuration not stated)	-3%
30	Cc1ccc(C)c(CN2CCC(CNC(=O)C(CC(C)C)N3Cc4ccccc4C3=O)CC2)c1 (configuration not stated)	-8%
31	CCOC(=O)CC(NC(=O)c1cc2cc(OC)ccc2oc1=O)c1ccc(OC)cc1 (configuration not stated)	-5%
32	COc1ccc(CNC(=O)Cn2c(=O)n3nc(-c4ccc(OC)cc4)nc3c3ccccc32)cc1	-5%
33	Cc1cccc(C(=O)Nc2c(-c3ccccc3)nc3cc(C)ccn23)c1	1%
34	CCN(CC)S(=O)(=O)c1cccc(-c2cn3cccnc3n2)c1	-10%
35	COc1cccc(-c2ccnc3[nH]n(-c4ccccc4)c(=O)c23)c1	-12%
36	Cn1c(=O)c2c(SCC(=O)NCc3ccco3)nc(CC(C)(C)C)nc2n(C)c1=O	14%
37	O=C(CCC(=O)N1CCOc2ccccc21)NCCCN1CCCCC1	8%
38	O=C(/C=C/c1cccc([N+](=O)[O-])c1)OCC(=O)N1CCCCC1	3%
39	COc1ccc(OC)c(/C=N\Nc2nccs2)c1	-7%
40	CCOc1ccc(OCC)c(NS(=O)(=O)c2cc(-c3cc(C)no3)ccc2C)c1	-8%
41	COC(=O)c1ccc(NC(=O)c2cc3cc4ccc(OC)c(Cl)c4nc3s2)cc1	-5%
42	CC(C)CS(=O)(=O)c1oc(-c2ccc(F)cc2)nc1S(=O)(=O)c1ccccc1	-8%
43	CCC(C)(C)NC(=O)C1c2ccccc2Oc2ccccc21	-2%
44	C=C(C)CNC(=O)C1CCC(=O)N(CCCc2ccccc2)C1 (configuration not stated)	7%
45	Cc1cc2cc(CNC(=O)c3ccc(S(=O)(=O)N(C)C)cc3)ccc2n1C	0%
46	Cc1ccsc1/C=N/NC(=O)C(=O)NCC(C)C	-8%
47	Cc1ccccc1NC(=O)c1cc2sccc2n1Cc1ccc(F)cc1	-3%
48	COc1ccccc1N1CCN(C(=O)Cc2c(C(=O)O)c(C)cn2C)CC1	-3%
49	COc1ccc2[nH]c3c(c2c1)CCN(C(=O)CCC1CCCC1)C3c1ccc(F)cc1 (configuration not stated)	0%
50	CCN1CCc2nc3sc(C(=O)Nc4cccc(Cl)c4C)c(N)c3cc2C1	3%

More results follow:
nr	SMILES	aSyn tox rescue
51	CCc1ccccc1NC(=O)CSc1ncc2c(n1)-c1cc(Cl)ccc1N(Cc1ccccc1)S2(=O)=O	-1%
52	CCCn1c(C)cc(C(=O)COc2ccc(-c3nnco3)cc2)c1C	12%
53	O=C(Cn1cnc2cc([N+](=O)[O-])ccc2c1=O)NC(=O)NCc1ccccc1	2%
54	CCc1ccccc1NC(=O)C1=CC(c2cccs2)=NS(=O)(=O)N1C	2%
55	COc1cccc(N2CCN(C(=O)c3ccc(CS(=O)c4cccc(Cl)c4)o3)CC2)c1 (configuration not stated)	8%
56	CCOC(=O)c1c(-c2ccccc2)csc1NC(=O)c1nc(S(=O)(=O)CC)ncc1Cl	-3%
57	Cc1ccc(OCC(=O)Nc2ccc3nc(SCC(=O)N4CCCC4)sc3c2)cc1	-4%
58	COc1cc(C(=O)OCC(=O)NC23CC4CC(CC(C4)C2)C3)cc(OC)c1OC	-9%
59	CC(CNCc1ccc2c(c1)OCO2)NCc1ccc2c(c1)OCO2 (configuration not stated)	5%
60	CCOC(=O)C1CCN(S(=O)(=O)CCNC(=O)c2ccccc2)CC1	6%
61	CCOC(=O)c1cccc(NC(=O)Cn2nc3c(cc2=O)CCCC3)c1	4%
62	COc1cccc(C(=O)N2CCC(C(=O)Nc3cccc(Cl)c3)CC2)c1	6%
63	CCS(=O)(=O)N1CCc2cc(C(=O)N3CCN(c4cccc(C(F)(F)F)c4)CC3)ccc21	?
64	COc1cc(COC(=O)c2cnc(C)cn2)c(OC)cc1Br	2%
65	CC(=O)c1ccccc1NS(=O)(=O)c1cc2c(cc1C)NC(=O)CO2	-4%
66	CN(C)c1ccc(C(CNC(=O)c2ccccc2F)N2CCc3ccccc32)cc1 (configuration not stated)	-8%
67	COc1ccc(OC)c2sc(NC(=O)C(C)C)nc12	0%
68	Cc1ccc(NC(=O)c2c(C)oc3ccc(O)c(CN4CCCCC4)c23)cc1	11%
69	COc1cc2c(-c3ccccc3Cl)nc3c(c(C)nn3-c3ccccc3)c2cc1OC	0%
70	COc1ccc(Cl)cc1NC(=O)CSc1nc(=O)[nH]c2c1CCC2	5%
71	CC(CCc1ccccc1)NC(=O)CSc1n[nH]c(-c2ccccc2)n1 (configuration not stated)	5%
72	Cc1ccnc(NS(=O)(=O)c2ccc(NC(=O)C(C)(C)Oc3ccc(Cl)cc3)cc2)n1	1%
73	COc1ccc(-c2cc(C(=O)Nc3c(C(=O)c4ccc(Cl)cc4)oc4ccccc34)no2)cc1	3%
74	Cc1ccccc1NS(=O)(=O)c1ccc(C(=O)NCC(c2ccco2)N2CCCCC2)cc1 (configuration not stated)	-7%
75	COc1ccc(N(CC(=O)Nc2cccc(Cl)c2C)S(=O)(=O)c2c(C)nn(C)c2C)cc1	7%
76	COc1cc(/C=N/n2c(-c3n[nH]c4c3CCC4)n[nH]c2=S)cc(OC)c1O	-4%
77	COc1ccccc1CNc1ccc(-c2nc(-c3ccncc3)no2)cc1[N+](=O)[O-]	-11%
78	CSc1ncnc2c1ncn2CCCNCCCN1CCCC1=O	1%
79	CCOc1ccc(N(CC)S(=O)(=O)N2CCCC(C(=O)Nc3cc(Cl)ccc3C)C2)cc1 (configuration not stated)	4%
80	COC(=O)C1CCN(C(c2ccccc2)c2sc3nc(-c4ccco4)nn3c2O)CC1 (configuration not stated)	-6%
81	Cc1c(Cl)c([N+](=O)[O-])nn1CCCC(=O)NC1CCCCC1	14%
82	CC(C)(C)c1ccc(C(=O)N2CCC(c3noc(-c4ccc(S(=O)(=O)N5CCCC5)cc4)n3)CC2)cc1	1%
83	COCOCCn1cc(CN2CCS(=O)(=O)N(Cc3ccc(-c4ccc(C)cc4)cc3)C(C(C)C)C2=O)nn1 (configuration not stated)	2%
84	CCOc1ccccc1N(CC(=O)NCc1ccco1)C(=O)CCC(=O)Nc1nccs1	-2%
85	CCN(CC)C(=O)Cn1c(=O)cc(C)c2c(C)nn(-c3cccc(Cl)c3C)c21	1%
86	CCOC(=O)c1c(S(=O)(=O)N2CCC(C(=O)NCc3ccc(F)cc3)CC2)c(C)n(C)c1C	-8%
87	O=C(Nc1cc(C(F)(F)F)ccc1Cl)c1cc(-c2cccs2)nc2ccccc12	-7%
88	Cc1ccc(OCCCC(=O)Nc2ccc(S(N)(=O)=O)cc2)cc1	1%
89	COc1ccc(-c2[nH]nc3nc(-c4cc(Br)ccc4OC)cc(C(=O)O)c23)cc1	-7%
90	CN1C(c2ccccc2)=NO[C@]1(C)c1ccccc1	-2%
91	Cc1csc(=Nc2cccnc2)n1CC1CCCCC1	0%
92	O=C(NNC(=O)c1nn(-c2ccc(F)cc2)ccc1=O)c1ccccc1Cl	4%
93	COc1cc2ccccc2cc1C(=O)Nc1ccc2oc(-c3cccc(C)c3)nc2c1	-7%
94	Cn1cc(S(=O)(=O)N2CCN(Cc3ccccc3)CC2)c(=O)n(C)c1=O	-6%
95	COc1ccc(F)cc1S(=O)(=O)NCCc1sc2nc(-c3ccc(F)cc3)nn2c1C	12%
96	Cn1c(CC(=O)Nc2ccc(Cl)c(Cl)c2)nnc1SCC(=O)NCc1ccccc1	-7%
97	CN1C(=O)[C@@H]2[C@@H]3C[C@@H]([C@H]4ON=C(c5ccccc5OCC#N)[C@@H]34)[C@@H]2C1=O	5%
98	CCN(CC)S(=O)(=O)c1ccc(O)c(NC(=O)c2cc(-c3cc(OC)c(OC)c(OC)c3)nc3ccccc23)c1	-2%
99	O=C(COC(=O)c1cccc(S(=O)(=O)Nc2ccc(F)cc2)c1)NCCN1C(=O)CSC1=O	7%
100	Cc1ccccc1NC(=S)N1CCCC(c2nc3ccccc3[nH]2)C1 (configuration not stated)	2%

Compounds listed so far with bromine, in the order listed:
nr	SMILES	aSyn tox rescue
64	COc1cc(COC(=O)c2cnc(C)cn2)c(OC)cc1Br	2%
89	COc1ccc(-c2[nH]nc3nc(-c4cc(Br)ccc4OC)cc(C(=O)O)c23)cc1	-7%

(next part)
nr	SMILES	aSyn tox rescue
101	C[C@H]1CNC(=O)c2c(C(=O)Nc3ccc(CNC(=O)OC(C)(C)C)cc3)ncn21	4%
102	Cc1cccc(C(=O)NCC(=O)OCc2cc(=O)n3nc(C4CCCCC4)sc3n2)c1	4%
103	O=C(Nc1cccc(O)c1)c1cc(-c2ccccc2F)no1	6%
104	CCC(=O)N1c2nc(-c3ccco3)nn2C2(CCCCC2)[C@@H]2CCCC[C@@H]21	-2%
105	O=C(Cn1cnc2c(nnn2Cc2ccc(F)cc2)c1=O)NCc1ccccc1	-5%
106	CCCC(CCC(=O)Nc1cccc([N+](=O)[O-])c1)C(=O)O (configuration not stated)	11%
107	CN1CCn2cnc(C(=O)Nc3ccc(CNC(=O)OC(C)(C)C)cc3)c2C1=O	2%
108	COc1ccc(C(=O)NCC(c2cccnc2)N2CCN(c3ccc(F)cc3)CC2)cc1 (configuration not stated)	7%
109	Cc1nc2sc(C(c3ccc(C(C)C)cc3)N3CCN(CCO)CC3)c(O)n2n1 (configuration not stated)	7%
110	Cc1ccc(Nc2ccc3cc(S(=O)(=O)N4CCC(C)CC4)ccc3n2)c(Cl)c1	-14%

Part of the list above in order of heavy-atom count, low to high.
nr	SMILES	aSyn tox rescue
106	CCCC(CCC(=O)Nc1cccc([N+](=O)[O-])c1)C(=O)O (configuration not stated)	11%
103	O=C(Nc1cccc(O)c1)c1cc(-c2ccccc2F)no1	6%
104	CCC(=O)N1c2nc(-c3ccco3)nn2C2(CCCCC2)[C@@H]2CCCC[C@@H]21	-2%
109	Cc1nc2sc(C(c3ccc(C(C)C)cc3)N3CCN(CCO)CC3)c(O)n2n1 (configuration not stated)	7%
102	Cc1cccc(C(=O)NCC(=O)OCc2cc(=O)n3nc(C4CCCCC4)sc3n2)c1	4%
108	COc1ccc(C(=O)NCC(c2cccnc2)N2CCN(c3ccc(F)cc3)CC2)cc1 (configuration not stated)	7%

(more compounds)
nr	SMILES	aSyn tox rescue
111	CC(=O)N1CCC(N(C(=O)Nc2ccc(C)c(F)c2)C(C)C)CC1	-1%
112	O=C(COC(=O)C1CCC1)Nc1cc(S(=O)(=O)N2CCOCC2)ccc1Cl	2%
113	O=C(Cn1cccc1C(=O)c1ccccc1)NCc1ccccc1Cl	-7%
114	C=CCn1cnc2c(nnn2-c2ccc(C)c(Cl)c2)c1=O	-5%
115	Cc1ccc(O)c(NC(=S)NC(=O)C(C)C)c1	13%
116	CN(C1(C)CCS(=O)(=O)C1)S(=O)(=O)c1cccc([N+](=O)[O-])c1 (configuration not stated)	7%
